Yp Topo-I inh: Y. pestis Topo-I inhibition via cleavage products | Y. pestis Topo-I cleavage product accumulation, plate reader | activity, % at 10 µM | hit rate 0.064% among 360,000; in the data active = activity above about 50%, passing the limit was not always enough; note: inactives centre near 2
PfHsp40 rescue: rescue of PfHsp40-mediated yeast toxicity | hit rate 0.68% among 340,000 | AID 504582 | S. cerevisiae expressing PfHsp40, growth rescue, ATP luminescence | growth rescue, % at 12.5 µM; in the data active = growth rescue above about 28%, passing the limit was not always enough;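 note: yeast W303a lacking pdr1 and pdr3 grown in galactose medium; growth measured after three days at 30 °C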
TcdB GH inh: inhibitors of Clostridioides difficile toxin B glycohydrolase. P18177. inhibition, % at 9.99 µM. hit rate 0.24% among 350,000. TcdB glycohydrolase enzymatic assay, plate reader. AID 652162; in the data active = inhibition above about 10%
Anthrax LF prot: blocks Bacillus anthracis lethal factor protease. multiplex microsphere protease cleavage assay, LF. P15917. inhibition, % at 10 µM. hit rate 0.12% among 360,000; in the data active = inhibition above about 30%; note: plate controls were buffer without enzyme for full effect and enzyme alone for no effect
SSB-PriA inh: blocks PriA binding to SSB C-terminal tail; inhibition, % at 33 µM; AlphaScreen SSBct-PriA binding, biotinylated peptide; hit rate 0.6% among 430,000; in the data active = inhibition mostly above about 37%, no sharp cut-off; inactive = mostly below about 20%;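 note: plate controls were negative control peptide for no effect and reference peptide for full effect; strong numbers were not always called active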
Vc quorum ag: inducers of Vibrio cholerae quorum light production without autoinducers | V. cholerae BH1578 lux reporter, luminescence, 6 h | activation, % at 18.7 µM | hit rate 0.16% among 350,000; in the data active = activation mostly above about 9.7%, no sharp cut-off; note: not every result past the cut was called active; inactives centre near 0; reference of the scale not given here
MazF activator: MazEF (E. coli) toxin RNase activation; activation, % at 20 µM; hit rate 0.32% among 350,000; AID 504720; FAM/BHQ RNA-DNA oligo cleavage fluorescence, 5 h; in the data active = activation above about 50%
Target sequence (P0AE70 whole entry, looked up): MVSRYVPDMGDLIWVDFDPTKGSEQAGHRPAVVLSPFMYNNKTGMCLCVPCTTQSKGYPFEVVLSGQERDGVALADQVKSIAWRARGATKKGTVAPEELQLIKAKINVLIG
VHR inh abs: inhibitors of human VHR1 phosphatase (DUSP3); inhibition, % at 13.3 µM; recombinant VHR phosphatase, pNPP absorbance; P51452; hit rate 0.52% among 290,000; in the data active = inhibition above about 50%; note: some compounds called inactive have numbers as strong as hits
Target sequence (P51452 whole entry, looked up): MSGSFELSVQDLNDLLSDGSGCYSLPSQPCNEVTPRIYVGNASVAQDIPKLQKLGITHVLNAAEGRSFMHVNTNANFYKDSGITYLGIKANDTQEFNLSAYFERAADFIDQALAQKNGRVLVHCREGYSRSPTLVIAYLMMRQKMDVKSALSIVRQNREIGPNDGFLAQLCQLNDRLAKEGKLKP
SARS 3CLpro inh: SARS-CoV 3CLpro protease inhibition; hit rate 0.14% among 290,000; inhibition, % at 6 µM; recombinant SARS-CoV 3CLpro, quenched FRET peptide cleavage; P0C6X7; in the data active = inhibition above about 12%
Rv3671c inh: inhibits the M. tuberculosis serine protease Rv3671c. P9WHR9. inhibition, % at 5.96 µM. hit rate 0.048% among 320,000; in the data active = inhibition above about 38%;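 note: extracellular domain of Rv3671c used as enzyme; 0% = enzyme with DMSO and 100% = no enzyme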
Target sequence (P9WHR9 whole entry, looked up, the tested form may be a part): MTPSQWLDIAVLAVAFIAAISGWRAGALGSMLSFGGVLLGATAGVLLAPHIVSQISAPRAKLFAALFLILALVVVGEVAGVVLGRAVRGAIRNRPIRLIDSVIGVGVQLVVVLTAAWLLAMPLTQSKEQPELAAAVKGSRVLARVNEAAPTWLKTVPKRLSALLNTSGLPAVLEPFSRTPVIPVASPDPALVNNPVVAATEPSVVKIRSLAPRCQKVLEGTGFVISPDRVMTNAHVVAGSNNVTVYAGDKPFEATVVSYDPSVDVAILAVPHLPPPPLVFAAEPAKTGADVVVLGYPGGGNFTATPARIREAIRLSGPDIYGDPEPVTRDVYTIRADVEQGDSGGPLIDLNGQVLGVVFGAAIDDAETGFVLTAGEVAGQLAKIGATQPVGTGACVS
An asterisk follows results filed as active; i = inactive; x = no result given; & = joins results of further samples. The list is partial (hit frequency here may not be typical).

SMILES	Yp Topo-I inh	PfHsp40 rescue	TcdB GH inh	Anthrax LF prot	SSB-PriA inh	Vc quorum ag	MazF activator	VHR inh abs	SARS 3CLpro inh	Rv3671c inh
COc1ccc(CN2CCNC(=O)C2CC(=O)NCCCC2CCCC2)c(C)c1C (stereo not drawn)	31	-1.4	0.2	2	5	-0.8	2	41	-1	1
CS(=O)(=O)N(CC(=O)Nc1ccccc1F)C1CCCCC1	-3	-1.5	0.4	0	0	-2.3	7	10	9	1
Cc1cc(C)cc(NC(=O)C2CCN(c3cnccn3)CC2)c1	0	18	1.9	1	-18	i	14	16	0	7
C=CCNC(=O)CN1CCN(C(c2ccccc2)c2ccccc2)CC1	36	0.4	-2.6	1	2	i	9	-11	-5	-1
CC1CC(C)CN(CCCNC(=O)Cn2ncn3cccc3c2=O)C1 (stereo not drawn)	5	-0.2	x	-14	-18	i	13	31	3	-2
CCNC(=S)NNC(=O)c1cc(C)nc2ccccc12	-2	0.1	x	-4	-10	-0.2	7	18	2	2
CCn1c(=O)c([N+](=O)[O-])c(NCCc2ccc(OC)c(OC)c2)c2ccccc21	1	0.4	0.6	1	10	-0.3	5	4	-4	0
CC(C)[C@H](NC(=O)c1ccccc1F)C(=O)OCCN1C(=O)c2ccccc2C1=O	0	14	0.8	-3	-14	x	5	x	x	-4
CC(=O)N(C)c1ccc(NC(=O)c2ccccc2C(=O)O)cc1	3	-0.2	8.8	-1	-3	i	-1	-18	0	3
COc1cc2sc3ccc(-c4ccc(CN5CCOCC5)cc4)cc3c(=O)c2cc1OC	14	0.8	0.3	-2	-14	0.6	-1	x	x	-44
CCCNCCC(c1ccco1)c1ccccc1OC (stereo not drawn)	10	-0.7	x	-8	10	i	4	8	5	7
Cc1cccc(OCCSc2ncnc3nc[nH]c23)c1	5	-0.6	x	-4	-6	-1.9	-4	27	0	-7
CC(C)CNC(=O)c1ccccc1NC(=O)CCSc1ccccc1	1	-0.3	0.7	-1	-11	0.8	-1	7	8	-7
CC(=O)Nc1cccc(OCc2cccc([N+](=O)[O-])c2)c1	-3	-0.8	6.5	1	-9	i	9	x	x	x
COC(=O)C1=C(N)Oc2cc(C)[nH]c(=O)c2C1c1ccccc1OC (stereo not drawn)	-3	-0.4	1.9	-8	-5	-0.5	-15	-22	-1	6
Cc1cc(C(F)(F)F)nc(SCCN2CCOCC2)c1C#N	-15	0.2	0.1	0	2	-0.1	-41	20	-8	-5
CCN1CCN(CCOc2ccccc2-c2ccccc2)CC1	-1	0.8	-0.1	-5	6	-0.7	7	27	0	3
CCN(CC(=O)Nc1cc(S(=O)(=O)N2CCCCC2)ccc1Cl)Cc1ccccc1	4	-0.2	3.2	x	-11	-0.1	-6	x	x	-8
CN1CCCC(OC(=O)c2ccccc2Br)C1 (stereo not drawn)	6	-1.4	0.5	2	-17	0.4	7	12	-5	-5
Cc1noc(C)c1COc1ccc(C(=O)NCc2cccs2)cc1	-2	1.9	-0.3	-3	-5	i	0	x	x	-5
CC1CCCC(NC(=O)COC(=O)CSc2ccc3ccccc3c2)C1C (stereo not drawn)	43	0.9	0.6	1	-6	0.3	-1	0	3	-5
O=C(CCc1nc2ccccc2c(=O)[nH]1)OCc1ccc(-c2ccccc2)cc1	0	0.1	1.3	1	8	0.2	-25	-2	-3	3
CCN(CC)CCN1C(=O)C(=O)/C(=C(/O)c2ccc(OC)cc2)C1c1ccco1 (stereo not drawn)	2	0.0	x	-1	x	i	4	15	2	-11
CN(Cc1nc(-c2cccs2)no1)CC1(N2CCOCC2)CCCCC1	10	0.7	1.1	-3	3	3.7	0	25	-2	0
Cc1ccc(C(=O)Nc2ccc3nc(C)sc3c2)o1	-1	x	1.5	0	x	i	0	x	x	x
O=C1C2CC=CCC2C(=O)N1CNc1ccccc1 (stereo not drawn)	-4	-0.1	x	5	7	-0.6	1	20	0	9
CCOC(=O)c1c(C)n(-c2ccc(F)cc2)c2ccc(O)cc12	-1	1.1	0.9	2	5	1.4	2	x	-2	1
O=C(O)CC1=C(O)C(=O)N(c2ccccc2)C1c1ccccc1 (stereo not drawn)	-4	-0.8	x	x	-14	i	-5	-12	-4	1
COC(=O)CC1=C(C)C(=O)CC2C(C)(C)CCCC12C (stereo not drawn)	18	-1.1	0.9	-6	-10	-0.6	4	19	3	5
CCOc1ccc(OCC)c(NC(=O)CN(C)S(=O)(=O)c2cccc3nsnc23)c1	19	1.4	x	6	5	i	0	19	1	5
O=S(=O)(Nc1ccc(F)cc1)N1CCCCCC1	8	0.4	x	-2	-13&-17	-3.6	-4	5	-3	-5
CCCS(=O)(=O)NC(=O)C1(C)CCN(C(=O)c2ccc(F)c(Cl)c2)C1 (stereo not drawn)	7	x	0.9	0	x	0.2	x	x	x	x
COc1cc2cc(C)nc(Cc3cccc4ccccc34)c2cc1OC	10	-0.5	1.3	-6	7	4.3	7	11	-6	-8
CC(=O)Nc1ccc(S(=O)(=O)NCCNc2ccccc2[N+](=O)[O-])cc1	3	0.1	0.0	-3	-13	0.7	5	10	3	3
CCOc1ccc2c(=O)c(Oc3ccccc3OCC)coc2c1	6	-0.7	x	2	-13	-3.7	14	-10	-1	-2
Cc1ccc(NC(=S)NCCN(C2CCCCC2)C2CCCC2)cc1C	-5	2.0	0.4	1	-4	-0.5	4	4	-5	0
O=C1CN(S(=O)(=O)c2cc(Cl)ccc2Cl)c2ccccc2N1	6	-1.0	-12	9	-11	i	11	-29	2	13
COc1ccccc1NC(=O)CCN1C(=O)C2CC=C(Cl)CC2C1=O (stereo not drawn)	-10	0.2	0.9	2	-4	-1.8	-5	30	-7	-3
NS(=O)(=O)c1ccc(N/N=C/c2cn(-c3ccccc3)nc2-c2cccs2)cc1	-6	1.1	x	0	x	-1.0	8	18	2	-8
Cc1nn(Cc2cccc(C(=O)NC34CC5CC(CC(C5)C3)C4)c2)c(C)c1Br	22	4.1	x	-5	-1	-0.6	0	-9	4	-16
Cc1nc(N2CCN(S(=O)(=O)c3ccccc3)CC2)c2c3c(sc2n1)CC(C)CC3 (stereo not drawn)	5	0.9	1.1	0	-4	-0.9	-9	10	-4	x
Cn1c(=O)c2c(nc(Sc3ncccn3)n2Cc2ccc(Cl)cc2)n(C)c1=O	16	-0.2	-1.6	-10	7	i	0	4	-1	0
CC[n+]1c(/C=C/C=C/N(C(C)=O)c2ccccc2)sc2cc(OC)ccc21	x	x	-0.6	x	22	x	506*	8	-1	-358
COc1ccc(NC(=S)N2CCN(C(c3ccccc3)c3ccccc3)CC2)cc1OC	4	0.4	-0.4	-1	34	-0.2	-11	14	-4	1
O=C(CO/N=C\c1ccccc1)Nc1ccccc1C(=O)N1CCOCC1	1	-0.4	x	-3	x	1.7	0	-5	0	9
Cc1ccc(NC2=C(N3CCOCC3)C(=O)c3ccccc3C2=O)cc1	14	-0.3	x	-8	7	i	8	-8	5	-140
COc1cc(=O)n(C)c2c(OCC(O)C(C)(C)O)cccc12 (stereo not drawn)	0	-1.6	1.4	-3	-14	3.8	-7	x	x	2
Cc1cccc(NC2=NC(=S)N(c3cccc(C(=O)O)c3)C23CCCCC3)c1	-2	1.1	1.5	-2	2	-0.3	-4	1	1	-2
Cc1ccc(-n2c(SCC(=O)Nc3ccc(C(=O)O)cc3)nnc2-c2ccncc2)cc1	-9	0.3	-0.1	2	-5	-0.7	-4	5	1	8
CC(C)Cc1nnc(NC(=O)c2cccc(S(=O)(=O)N3CCOCC3)c2)s1	3	2.1	1.5	6	-4	-2.6	7	x	x	-1
CN1CCN(NC(=O)c2ccc(Cl)s2)CC1	-7	0.1	3.0	0	-6	0.6	5	14	0	11
COC(=O)c1ccccc1NC(NC(=O)c1ccco1)C(=O)c1ccccc1 (stereo not drawn)	-6	-0.1	x	-2	-7	i	2	21	-1	2
O=C(COc1cccc(Cl)c1)Nc1ccc2c(c1)CCC2	28	10	0.7	-1	-29	-0.3	-6	-4	4	-7
COCCNc1nc(NCCCN2CCCC2=O)c2sc(-c3ccccc3)cc2n1	-2	x	6.9	-4	x	-0.5	x	x	x	x
NC1=NC(=O)/C(=C/c2ccc(Cl)cc2Cl)S1	1	-3.7	0.7	-13	-5	1.9	-10	24	-1	-6
CC(=O)N1CCCc2cc(S(=O)(=O)Nc3ccccc3C)ccc21	2	-1.0	2.8	1	8	-5.3	-2	-2	4	-8
CCc1noc(C)c1C(=O)OCC(=O)NC(C)c1ccccc1 (stereo not drawn)	5	-1.2	-0.1	x	12	i	-1	x	x	-8
O=C(Nc1ccc2c(c1)OCO2)c1ccc(Br)s1	-1	3.7	x	-3	-4	-2.2	4	-4	-6	9
COc1ccc(N(C(C)=O)S(=O)(=O)c2cc(OC)ccc2OC)cc1	2	0.5	x	-6	-38	-1.4	5	7	2	7
COc1ccc(C2(NC(C)=O)CCN(C(=O)CCC(=O)O)CC2)cc1	2	-0.1	x	-2	-19	-0.3	6	20	-6	-1
(continued)
SMILES	Yp Topo-I inh	PfHsp40 rescue	TcdB GH inh	Anthrax LF prot	SSB-PriA inh	Vc quorum ag	MazF activator	VHR inh abs	SARS 3CLpro inh	Rv3671c inh
COc1ccccc1CNc1ncccn1	2	-1.3	-2.9	-11	-1	0.4	3	-14	4	5
Nc1ccc(C(=O)OCC(=O)c2cccc([N+](=O)[O-])c2)cc1	-2	-1.3	0.1	-1	8	i	-5	-2	-2	-10
COc1ccc(-n2c(-c3ccco3)nc3c(cnn3-c3ccccc3C)c2=O)cc1	18	0.9	2.1	-10	-7	i	-1	8	3	0
Clc1cccc(OCc2nc(-c3ccncc3)n[nH]2)c1	5	-1.2	1.0	-5	-11	-1.0	3	21	0	8
CCCOc1ccc(S(=O)(=O)N2CCOCC2)cc1[N+](=O)[O-]	5	-0.3	1.0	-6	2	i	7	8	-2	14
CSc1nnc(-c2cc3c(-c4ccccc4)nn(C)c3s2)n1C	37	3.8	x	-4	-5	i	9	19	-12	-3
Cc1cc(-c2ccc(/C=N/n3cnnc3)o2)c(C)c([N+](=O)[O-])c1	2	-0.3	-1.1	9	x	-0.6	4	-24	-1	-2
O=C(O)c1ccc(N=NN2CCCCC2)cc1	2	0.4	-1.5	-16	-5	-0.2	13	-18	0	-4
CCOc1cc(N2CCOCC2)c(OCC)cc1NC(=O)c1c(C)noc1C	-18	x	0.5	0	9	-0.7	1	x	x	x
Cc1ccc(-c2cc(-c3ccccc3)[nH]c(=S)c2C#N)cc1	5	-1.7	x	-2	2	-0.3	3	2	3	-1
S=c1[nH]nc(-c2cccc(Cl)c2)n1Cc1ccccc1	0	0.5	x	-2	-9	-0.2	3	-4	-3	-7
Cc1cccc(N2CCN(C(=O)c3ccc4nc(N5CCCCC5)sc4c3)CC2)c1C	17	5.3	1.0	-2	-6	-0.3	-1	6	-1	0
COc1cc(C=O)cc(OC)c1OS(=O)(=O)c1ccc(NC(C)=O)cc1	0	0.2	x	-6	-4	-0.1	1	14	-2	-8

4 entries from above, as labelled records:
canonical_smiles: Nc1ccc(C(=O)OCC(=O)c2cccc([N+](=O)[O-])c2)cc1
- Yp Topo-I inh = -2
- PfHsp40 rescue = -1.3
- TcdB GH inh = 0.1
- Anthrax LF prot = -1
- SSB-PriA inh = 8
- Vc quorum ag = i
- MazF activator = -5
- VHR inh abs = -2
- SARS 3CLpro inh = -2
- Rv3671c inh = -10
canonical_smiles: COc1ccc(-n2c(-c3ccco3)nc3c(cnn3-c3ccccc3C)c2=O)cc1
- Yp Topo-I inh = 18
- PfHsp40 rescue = 0.9
- TcdB GH inh = 2.1
- Anthrax LF prot = -10
- SSB-PriA inh = -7
- Vc quorum ag = i
- MazF activator = -1
- VHR inh abs = 8
- SARS 3CLpro inh = 3
- Rv3671c inh = 0
canonical_smiles: Clc1cccc(OCc2nc(-c3ccncc3)n[nH]2)c1
- Yp Topo-I inh = 5
- PfHsp40 rescue = -1.2
- TcdB GH inh = 1.0
- Anthrax LF prot = -5
- SSB-PriA inh = -11
- Vc quorum ag = -1.0
- MazF activator = 3
- VHR inh abs = 21
- SARS 3CLpro inh = 0
- Rv3671c inh = 8
canonical_smiles: CCCOc1ccc(S(=O)(=O)N2CCOCC2)cc1[N+](=O)[O-]
- Yp Topo-I inh = 5
- PfHsp40 rescue = -0.3
- TcdB GH inh = 1.0
- Anthrax LF prot = -6
- SSB-PriA inh = 2
- Vc quorum ag = i
- MazF activator = 7
- VHR inh abs = 8
- SARS 3CLpro inh = -2
- Rv3671c inh = 14

Bioassay records as filed in PubChem.
